Screening results: PubChem BioAssay, National Center for Advancing Translational Sciences (NCATS)
ALOX12 inh – Primary qHTS assay for inhibitors of human arachidonate 12S-lipoxygenase (ALOX12): Round 2 | AID 1671190, 2021 | purified 12hLO, xylenol orange hydroperoxide absorbance | hit rate 1.1% among 580,000 | Potency, µM (titrated, usually from 108 µM), for the others: top-dose activity change, negative = inhibition, actives largely listed as inhibitors | Polyunsaturated fatty acid lipoxygenase ALOX12 (Homo sapiens), P18054; note: potency is the fitted concentration of half-maximal effect; % is set by controls: 0 for no effect and ±100 for the full control effect
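Purified human 12hLO at 150 nM in 25 mM Hepes, 0.01% Triton X-100, pH 7.0, preincubated 15 min at room temperature with compound. Reaction started with 40 uM arachidonic acid, 30 min at room temperature. Hydroperoxide measured by Fe-xylenol orange, 573/405 nm absorbance ratio.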
APEX1 inh – qHTS Assay for Inhibitors of the Human Apurinic/apyrimidinic Endonuclease 1 (APE1); DNA repair nuclease/redox regulator APEX1 (Homo sapiens), P27695; AID 2517, 2012; recombinant APE1, TAMRA/BHQ-2 abasic DNA cleavage fluorescence; hit rate 0.35% among 350,000; Potency, µM (highest dose often 65.8 µM), for the others: at the highest dose activity change, negative = inhibition, hits mostly inhibitors;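 note: potency is the fitted concentration of half-maximal effect; plate controls were vehicle for no effect and reference inhibitor for full effect; nearly all actives have a fitted effect of over 55% in size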
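APE1 at 0.75 nM final was preincubated with compound 15 min at room temperature, then 50 nM double-stranded THF abasic-site substrate (5'-TAMRA/3'-BHQ-2) was added. Fluorescence (ex 525/em 598 nm) was read kinetically; third-minus-first read gave activity.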
POLI inh – qHTS for Inhibitors of Polymerase Iota. Pol iota fluorescent replication assay, 10 min. Potency, µM (titrated, usually from 115 µM), for inactives: at the top dose activity, negative = inhibition, hits mostly inhibitors. hit rate 1% among 390,000. AID 588590, 2011; note: potency is the fitted concentration of half-maximal effect
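Fluorescent replication assay read twice, at 0 min and 10 min after adding 50 nM (final) substrate. Enzyme (10 nM) and compounds were first incubated 15 min at room temperature; enzyme-free buffer wells were negative controls.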
TRHR ag – qHTS for Small Molecule Agonists and Allosteric Enhancers of Human TRH Receptor: Primary Screen for Agonists; Thyrotropin-releasing hormone receptor (Homo sapiens), P34981; TRHR cells, calcium flux fluo-8, FDSS agonist mode; activation, % at 2 µM; hit rate 0.18% among 360,000; AID 493084, 2011; in the data active = activation above about 30%; note: 0% is about no effect
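Read-out: compound-evoked intracellular calcium rise in TRHR cells, fluo-8 dye, kinetic FDSS fluorescence at 1 s/cycle following a 10-cycle baseline. Cells cultured overnight before dye loading (30 min–1.5 h, RT).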
BLM inh – qHTS Assay for Inhibitors of Bloom's syndrome helicase (BLM). RecQ-like DNA helicase BLM (Homo sapiens), P54132. recombinant BLM DNA unwinding, fluorescence dequenching. Potency, µM (series often up to 56.1 µM), inactives show top-dose activity change, negative = inhibition, actives largely listed as inhibitors. hit rate 0.2% among 350,000. AID 2528, 2010;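 note: potency is the fitted concentration of half-maximal effect; plate controls were vehicle for no effect and no enzyme for full effect; nearly all actives have a fitted effect of over 35% in size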
Pol kappa inh – qHTS for Inhibitors of Polymerase Kappa; DNA polymerase kappa (Homo sapiens), Q9UBT6; purified Pol kappa, fluorescent DNA synthesis assay, 10 min; Potency, µM (series often up to 107 µM), inactives show top-dose activity, negative = inhibition, actives largely listed as inhibitors; hit rate 0.53% among 400,000; note: potency is the fitted concentration of half-maximal effect; % is set by controls: 0 for no effect and ±100 for the full control effect
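Inhibition of 10 nM Pol kappa is measured by a fluorescent read-out at 0 and 10 min following addition of 50 nM substrate (final), with a 15-min room-temperature compound preincubation.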
Anesthetic bind – qHTS Assay for Identification of Novel General Anesthetics. Ferritin light chain (Equus caballus), P02791. apoferritin/1-aminoanthracene competitive binding, fluorescence. Potency, µM (highest dose often 77.5 µM), for the others: at the highest dose activity change, negative = displacement, most hits filed as inhibitors. hit rate 0.074% among 350,000. AID 485281, 2010; note: potency is the fitted concentration of half-maximal effect; % is set by controls: 0 for no effect and ±100 for the full control effect; nearly all actives have a fitted effect of over 20% in size
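10 uM apoferritin + 50% sat. 1-AMA, PBS; cpd 10 min RT; Ex380/Em535 endpoint; normalized to free probe vs complex; 4-param Hill fit; propofol titration as pos. ctrl.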
ERG Ets-DNA blk – qHTS for Small Molecule Inhibitors of the ERG Ets/DNA interaction; Transcriptional regulator ERG (Homo sapiens), P11308; fluorescence polarization, His-ERG Ets domain / labelled DNA; Potency, µM (highest dose often 76.9 µM), inactives show top-dose FP activity, negative = inhibition, usual class: inhibitors; hit rate 0.028% among 370,000; AID 624246, 2012; active = well fitted inhibition curve with a large enough effect in the polarisation, with a control signal flat; inconclusive = small, poorly fitted or top-dose-only effect, or effect the other way, or a change in a side signal; inactive = no such curve, though single readings can be large or run the other way; the % refers to the polarisation;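 note: polarization taken with two DNA probes labelled with fluorescein and Texas red; potency is the fitted concentration of half-maximal effect; % of control where 0% means no effect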
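His-tagged ERG Ets domain (1 uM in the protein solution; 300mM KCl, 50mM Tris-HCl, 1mM EDTA, 1mM DTT, pH 7.5) received compound, then a probe mix of 5 nM fluorescein-DNA and 100nM Texas-615-DNA. Fluorescence polarization was read for both dyes.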
Pol beta inh – qHTS Assay for Inhibitors of DNA Polymerase Beta | P06746 | Pol beta primer extension/strand displacement, fluorescence kinetic | Potency, µM (top dose mostly 114 µM), for inactives: at the highest dose activity change, negative = inhibition, actives largely listed as inhibitors | hit rate 1.3% among 340,000 | AID 485314, 2010; note: potency is the fitted concentration of half-maximal effect; % is set by controls: 0 for no effect and ±100 for the full control effect
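Curves were derived by four-parameter Hill fits of normalized qHTS data. The kinetic fluorescent primer-extension read was taken at 0 and 10 min after 50 nM substrate, following a 15 min room-temperature preincubation of 10 nM enzyme with compounds.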
Starred values were filed as active, the others as inactive; ? = inconclusive; nt = no result given; & = joins results of further samples; [ ] = another dose, or the depositor's remark. Unless noted, calls come from the whole dose curve; as a rule, active = well fitted curve in the direction sought with a large enough effect; inconclusive = small, poorly fitted or top-dose-only effect, or another doubt; inactive = no such curve, though single readings can be large; an effect the other way counts as inactive or inconclusive.

Preview, 2 compounds:
SMILES	ALOX12 inh	APEX1 inh	POLI inh	TRHR ag	BLM inh	Pol kappa inh	Anesthetic bind	ERG Ets-DNA blk	Pol beta inh
COc1ccccc1/C=C/C=N/N1CCN(Cc2cccc3ccccc23)CC1	-2%	-1%	-13%	0.1	-4%	-10%	0%	-5%	-2%
COc1ccc(S(=O)(=O)N2CCN(c3ccccc3OC)CC2)cc1OC	?	20%	26%	-0.2	-8%	-3%	-9%	-7%	10%

All compounds of this part, repeating the preview:
SMILES	ALOX12 inh	APEX1 inh	POLI inh	TRHR ag	BLM inh	Pol kappa inh	Anesthetic bind	ERG Ets-DNA blk	Pol beta inh
COc1ccccc1/C=C/C=N/N1CCN(Cc2cccc3ccccc23)CC1	-2%	-1%	-13%	0.1	-4%	-10%	0%	-5%	-2%
COc1ccc(S(=O)(=O)N2CCN(c3ccccc3OC)CC2)cc1OC	?	20%	26%	-0.2	-8%	-3%	-9%	-7%	10%
Cc1ccc(CS(=O)(=O)CCC(=O)N2CCOCC2)cc1	0%	9%	-11%	1.3	1%	-11%	-5%	nt	11%
COc1cccc(NC(=O)c2nn(C)cc2Br)c1	51%[activator]	nt	34%[activator]	nt	nt	-1%	nt	2%	nt
COc1ccc(OC)c(C2C(C(C)=O)=C(O)C(=O)N2Cc2cccnc2)c1 (stereo not given)	?	-1%	?	0.9	-2%	3%	-6%	nt	12%
C/C=C(/C)C(=O)Nc1cccc(C2=NOC3(C2)C[C@H](C(N)=O)N(C(=O)c2ccc(Cl)cc2)C3)c1 (stereo not given in full)	?	4%	41%[activator]	-0.1	-11%	5%	-17%	2%	-4%
COc1ccc(-c2nnc(SC(C)C(=O)NC3CC3)o2)cc1 (stereo not given)	3%&4%	11%	6%	0.5	nt	-4%	nt	-2%	nt
COC(=O)c1[nH]c2ccc(C)cc2c1NC(=O)CN1CCN(c2ccc(F)cc2)CC1	0%	3%	14%	0.8	-11%	-17%	-9%	-8%	34%
CCCOC(=O)c1ccc(OC(=O)c2ccco2)cc1	11%	5%	7%	0.6	0%	1%	-24%	14%	-2%
CCCC(=O)Nc1ccc(C(=O)NN2C(=O)c3ccccc3C2=O)cc1	-15%	12%	3%	0.0	7%	-15%	2%	-9%	16%[57.1 µM]
Cc1ccsc1C(=O)NNC(=O)c1ccncc1	-14%	13%	2%	0.4	nt	-6%	nt	-6%	nt
CC(C)(O)C#Cc1ccc(C(=O)N2CCCC(CCC(=O)NCc3ccccc3F)C2)cc1 (stereo not given)	45%[activator]	-4%	16%	0.2	-2%	-8%	-1%	2%	43%[activator]
O=C(c1ccco1)N1CCN(c2ccc(N3CCCCC3)nn2)CC1	?	-15%	47%[activator]	-0.3	nt	-18%	nt	-3%	nt
Nc1nnn(CC(=O)N/N=C/c2ccc(O)cc2)n1	16%	16%	40%[activator]	0.7	-1%	0%	6%	7%	-16%
Cc1ccc(NC(=O)NCc2cccn2C)cc1C	7%	8%	-8%	0.0	-4%	-6%	2%	1%	41%
O=C(c1cc2c(s1)CCCC2)N1CCN(CCO)CC1	-3%	6%	-1%	nt	nt	-5%	nt	0%	nt
C[C@H](CO)N1C[C@H](C)[C@@H](CN(C)C)Oc2c(NC(=O)c3ccncc3)cccc2C1=O	8%	16%	15%	nt	nt	-1%	nt	-19%	nt
O=C(COc1ccc2ccc(=O)oc2c1)Nc1ccc(N2CCCCC2)cc1	0%	-6%	0%	-0.3	nt	-5%	nt	-1%	nt
O=C(CSc1nnc(NC(=O)C2CC2)s1)NCc1ccc(F)cc1	11%	21%	27%	-0.2	1%	-10%	1%	1%	35%
CC(=O)N1c2ccc(S(=O)(=O)N(C)CC(=O)N3CCCC3)cc2CC1C (stereo not given)	nt	44%[activator]	1%	0.5	0%	5%	-1%	16%	15%
O=C(CNc1cccc2ccccc12)N/N=C/c1ccc[nH]1	nt	1%	?	0.1	-1%	-25%	-4%	-6%	0%
CCCC(=O)NCC(c1ccc2c(c1)OCO2)N1CCN(c2ccc(F)cc2)CC1 (stereo not given)	-27%	nt	-10%	0.5	-2%	-1%[60.1 µM]	-8%	2%	24%
Cc1ccc(CNC(=O)CN2N=C(c3ccccc3)CCC2=O)cc1	-11%	nt	11%	-0.5	-2%	-5%[60.1 µM]	?	2%	5%
CC(C)(C)Nc1nc(SCc2ccccc2)nc(N2CCOCC2)n1	-9%	0%	0%	1.8	-10%	-8%	-14%	-2%	24%
Cc1ccc(CS(=O)(=O)CCC(=O)NCCN(C)Cc2ccccc2)cc1	4%	17%	34%[activator]	-0.2	-3%	-8%	-8%	-13%	8%
New compounds follow
SMILES	ALOX12 inh	APEX1 inh	POLI inh	TRHR ag	BLM inh	Pol kappa inh	Anesthetic bind	ERG Ets-DNA blk	Pol beta inh
Cc1nn(-c2ccccc2)c2c1C(c1ccc([N+](=O)[O-])cc1)N1C(=N2)C(=O)Nc2ccccc21 (stereo not given)	-22%	?	12%	-0.2	-2%	1%	-1%	-3%	15%
Cc1ccc(C)c(N2CCN(C(=O)C3CCC3)CC2)c1	0%	4%	26%	-0.3	-6%	10%	-18%	6%	23%
CCc1cccc(OCC(=O)Nc2cc(S(=O)(=O)N3CCOCC3)ccc2N2CCCC2)c1	-20%	-8%	1%	0.6	-3%	-5%	-7%	1%	-14%
O=C(CN(C(=O)CNS(=O)(=O)c1ccc(F)cc1)C1CCCC1)NCc1ccco1	-18%	28%	47%[activator]	0.3	-1%	3%	5%	-3%	81%
CCOC(=O)c1sc(NC(C)=O)nc1-c1ccccc1	6%	0%	15%	0.0	-1%	-4%	-11%	nt	17%
CCOc1ccccc1N(C(=O)Nc1cccc(Cl)c1)C1=NC(C)CS1 (stereo not given)	-7%	-2%	35%	-0.3	-1%	-5%	-12%	0%	0%
CC(CCc1ccccc1)NC(=O)CSc1nccc(=O)[nH]1 (stereo not given)	-10%	17%	1%	0.2	-2%	-5%	-7%	-6%	22%
COc1ccc(-c2nc3cnc(OC)nc3n(Cc3ccc(F)cc3)c2=O)cc1	0%	-1%	nt	nt	-6%	1%[60.1 µM]	nt	nt	nt
CN(C)CCOC(=O)c1cccc(Br)c1	-10%	2%	-10%	-0.1	0%	-8%	-11%	-8%	11%
Cc1ccc(S(=O)(=O)N2CCN(CC(=O)N/N=C\c3ccccn3)CC2)cc1	0%	1%	16%	0.1	-9%	14%	2%	2%	-4%
Cc1nc(-c2ccccc2)sc1C1(C)CC(c2ccc(C#N)cc2)=NO1 (stereo not given)	?	0%	25%	0.1	1%	4%	4%	12%	6%
COc1cccc(C2C(C(N)=O)=C(C)Nc3nc(-c4ccccc4Cl)nn32)c1 (stereo not given)	245%[activator]	-4%	5%	0.1	5%	-1%	2%	6%	4%
CC[C@H](C)C(C(=O)N1CCN(C(=O)OC(C)(C)C)CC1)n1cc(C(CC(C)C)NC(=O)OC(C)(C)C)nn1 (stereo not given in full)	-8%	-9%	23%	-0.3	1%	-13%	-15%	-1%	-7%
O=C(CSc1ncn[nH]1)c1ccc(OC(F)F)cc1	-2%	-3%	3%	-0.4	0%	-2%	-10%	4%	20%
Cc1ccc(CCNC(=O)C2CCN(S(=O)(=O)c3ccc4c(c3)NC(=O)C(C)S4)CC2)cc1 (stereo not given)	-12%	-12%	22%	0.3	-3%	-4%	-13%	8%	?
Cc1cc2oc(=O)c(CC(=O)O)c(C)c2c2occ(C(C)(C)C)c12	2%	3%	?	-1.0	0%	-2%	?	-4%	0%
O=C(N/N=C/c1ccc(-c2ccc([N+](=O)[O-])cc2)o1)c1cccnc1	-12%	-4%	?	0.5	-14%	-6%	-5%	3%	?
COc1ccc(NC(=O)C(CC(=O)O)Cc2ccccc2)cc1 (stereo not given)	7%	2%	0%	0.7	0%	-3%	-10%	0%	8%
CC1=CCC2C(=O)N(c3cc(C)on3)C(=O)C2C1 (stereo not given)	148%[activator]	11%	3%	0.4	-12%	-4%	-11%	9%	35%
O=C(c1cc(Br)c[nH]1)N1CCSCC1	?	-6%	32%[activator]	-0.2	-1%	-11%	2%	0%	12%
O=[N+]([O-])c1ccccc1Nc1cccc(F)c1	-20%	nt	-3%	nt	nt	3%	nt	0%	nt
Cc1ccc(C)c(NC(=O)c2ccc3c(c2)CCN3S(=O)(=O)c2ccccc2)c1	6%	nt	4%	0.8	-11%	-4%	-10%	-2%	1%
Cc1cnn(-c2ccc3nnc(-c4ccc(Br)cc4)n3n2)c1	-12%	-5%	22%	0.6	-8%	-9%	-9%	-1%	-16%
CS(=O)(=O)c1ccc(Cl)c(NC(=O)COC(=O)CNC(=O)c2ccc(Br)o2)c1	0%	0%	4%	0.0	-3%	7%	-15%	-4%	-28%
CCOC(=O)C1=C(C)Nc2ncnn2C1c1ccccc1F (stereo not given)	0%	5%	-2%	-1.4	-9%	-9%	1%	-5%	1%
CCn1nnnc1SCC(=O)Nc1cccc(NC(C)=O)c1	?	-5%	7%	-0.8	-2%	-1%	-5%	-3%	-7%

Only part of the results is shown; count on the stated rates, not on these rows.
